Screening data deposited in PubChem BioAssay by several laboratories.
FLuc act counter = firefly luciferase counter-screen for stimulation assays. P08659. ATPlite luciferase biochemical, luminescence, 10 min; 0 = ATP-free wells, 1 = DMSO control. activation factor at 10 µM. 200,000 tested, under 10 active. AID 1027;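 active means luciferase activation factor, scaled between plate controls, of at least 2 with compound at 10 µM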
Target sequence (P08659 whole entry, looked up): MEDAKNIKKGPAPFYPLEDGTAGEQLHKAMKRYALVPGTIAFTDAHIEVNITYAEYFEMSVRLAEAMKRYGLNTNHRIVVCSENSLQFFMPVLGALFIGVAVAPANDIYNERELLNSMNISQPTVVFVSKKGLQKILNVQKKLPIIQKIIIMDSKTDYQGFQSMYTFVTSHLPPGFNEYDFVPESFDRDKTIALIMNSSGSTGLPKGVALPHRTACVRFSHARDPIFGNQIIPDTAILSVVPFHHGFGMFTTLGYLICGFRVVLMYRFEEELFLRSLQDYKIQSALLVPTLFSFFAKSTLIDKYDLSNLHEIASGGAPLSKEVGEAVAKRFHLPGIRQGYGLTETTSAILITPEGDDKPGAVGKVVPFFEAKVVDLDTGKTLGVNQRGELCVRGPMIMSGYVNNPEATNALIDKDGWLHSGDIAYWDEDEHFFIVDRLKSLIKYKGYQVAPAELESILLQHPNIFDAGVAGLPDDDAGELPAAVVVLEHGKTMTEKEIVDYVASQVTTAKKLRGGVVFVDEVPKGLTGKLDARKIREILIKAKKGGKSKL
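Material: Luciferase/luciferin reagent mix | Doses: Test compounds dosed from 2 mM stocks in 100% DMSO | Timing: 10 min incubation after luciferase reagent addition, room temperature | Measured by: Luminescence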
TNAP inh noacc = inhibitors of human TNAP without phosphate acceptor | P05186 | purified TNAP, CDP-star luminescence, 30 min | inhibition, % at 20 µM | 200,000 tested, 0.26% active;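 active means tissue-nonspecific alkaline phosphatase inhibition above about 50% at 20 µM in the single-dose screen, limit read from the data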;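 further: 0% = DMSO negative control and 100% = EDTA positive control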
APP 5'UTR act = activates APP 5'UTR luciferase reporter; SH-SY5Y APP 5'UTR luciferase reporter, luminescence; zero percent = DMSO vehicle wells; activation, % at 2 µM; 190,000 tested, 1% active; AID 1276;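 active means activation above a set limit, based on mean plus 3 SD of controls, cut at about 140% in these data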; further: values of inactives mirror those of a sister screen read the other way
TNAP act hiacc = TNAP (human) activation, high acceptor; P05186; purified TNAP, CDP-star luminescence, 1 M DEA, 30 min; active compounds read high; 0 = EDTA background, 1 = DMSO-only activity; activation factor at 20 µM; 200,000 tested, under 10 active; AID 1136;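 active means activation factor at least 2 at 20 µM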
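Assay system: human TNAP; Input: enzyme diluted 1/800 final; Reagent: CDP-star luminogenic substrate at 100 µM final; Timing: 30 min, room temperature; Signal: luminescence; Evaluation: TNAP activation factor scaled between EDTA and DMSO control wells.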
PMI act = activators of human phosphomannose isomerase; AID 1214; P34949; activation factor at 20 µM; purified human PMI, coupled resazurin fluorescence, 20 min; active compounds read high; 1 = vehicle control, 0 substrate-free wells; 190,000 tested, 0.005% active;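 active means activation factor of 2 or more at 20 µM, relative to plate controls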
Target sequence (P34949 whole entry, looked up): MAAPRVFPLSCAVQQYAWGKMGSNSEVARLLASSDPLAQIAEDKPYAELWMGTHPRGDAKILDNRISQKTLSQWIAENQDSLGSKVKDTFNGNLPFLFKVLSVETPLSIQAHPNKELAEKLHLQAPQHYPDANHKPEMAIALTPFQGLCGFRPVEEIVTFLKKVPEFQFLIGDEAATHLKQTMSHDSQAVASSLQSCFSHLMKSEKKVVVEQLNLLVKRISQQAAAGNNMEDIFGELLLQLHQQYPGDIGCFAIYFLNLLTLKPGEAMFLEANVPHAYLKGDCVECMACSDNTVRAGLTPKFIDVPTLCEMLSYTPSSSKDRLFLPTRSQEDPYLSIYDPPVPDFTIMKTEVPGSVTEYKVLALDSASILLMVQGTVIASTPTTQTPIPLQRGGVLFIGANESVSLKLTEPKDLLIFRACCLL
bIAP act = intestinal alkaline phosphatase (bovine) activation. activation factor at 20 µM. purified bovine IAP, CDP-star luminescence, 30 min; active compounds read high; fold of DMSO-control signal, blank-subtracted. 200,000 tested, 0.17% active. AID 1016;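 active means activation factor of 2 or more at 20 µM, a signal rise over negative controls twice the positive control's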
FLuc inh counter = counter-screen for luciferase assay inhibitors: firefly luciferase inhibition; P08659; ATPLite firefly luciferase biochemical luminescence, 10 min; inhibition, % at 10 µM; 200,000 tested, 1.5% active; AID 1006;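 active means inhibition above about 50% when tested at 10 µM, limit read from the data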
NF-kB neuron act = raises NF-kB expression in human neuronal cells; 190,000 tested, 1.6% active; AID 1239; NF-kB reporter expression; active compounds read high; fold change at 12.5 µM; in the data active means fold change above about 3.3
PMI act hi M6P = PMI (human) activation, high substrate | P34949 | coupled PMI enzyme assay, resazurin fluorescence, 20 min; active compounds read high; 1 = untreated enzyme, 0 = substrate-free blank | activation factor at 20 µM | 190,000 tested, 0.34% active | AID 1216;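 active means activation factor of 2 or more at 20 µM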
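Test system: human PMI in coupled enzyme assay; Input: PMI at 15 ng/mL final; Medium: HEPES buffer, pH 7.4; Schedule: 20 min incubation at room temperature; Technique: resorufin fluorescence at Ex 544/Em 590 nm; Compound: 20 µM single dose; Probe or stimulus: Near-saturating mannose-6-phosphate, 1.0 mM.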
TNAP inh hi DEA = inhibitors of human TNAP at high phosphate acceptor concentration; P05186; 200,000 tested, 0.03% active; purified TNAP, CDP-star luminescence, 1 M DEA; inhibition, % at 20 µM;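 active means over 50% inhibition of tissue-nonspecific alkaline phosphatase at 20 µM in the single-dose screen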;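 further: plate controls were DMSO wells for no effect and EDTA-quenched wells as full inhibition for full effect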
* hit, by the source's call; nt = no result given. Outcome played no part in choosing rows; about 3.6% have a hit in one of these screens.

SMILES	FLuc act counter	TNAP inh noacc	APP 5'UTR act	TNAP act hiacc	PMI act	bIAP act	FLuc inh counter	NF-kB neuron act	PMI act hi M6P	TNAP inh hi DEA
CC(C)Cc1nc2sc3c(=O)n(N)cnc3c2c2c1COC(C)(C)C2	1.1	3.7	14.0	1	0.9	1	-9.3	0.71	1	2.5
CC(C)(C)NC(=O)C(c1ccco1)N(C(=O)Cn1nnc(-c2ccc(F)cc2)n1)c1cccc(F)c1 (stereo not given)	1.1	-7.4	7.8	1	0.9	0.9	-5.4	0.66	0.8	-1.6
Cc1cc(C)c2c(n1)nn1c(NCCCN(C)C)cc(C)nc21	1.1	-40.6	14.0	1.1	1	1.9	-6.0	1.34	1	-11.4
CC1CC(C)CN(S(=O)(=O)c2ccc(C(=O)OCC(=O)NCCN3C(=O)CSC3=O)cc2)C1 (stereo not given)	1.1	-19.7	23.4	1	1.1	1.1	-7.1	1.15	1	-1.9
CC(=O)c1c(C)[nH]c(C(=O)NCc2ccco2)c1C	1.1	-10.6	3.7	1	1	1.1	-5.2	1.12	1.1	-4.4
COc1ccccc1CC(=O)O/N=C(\N)Cc1cccc2ccccc12	1.1	-18.0	-8.8	1.1	1	1	-8.2	1.24	0.9	-9.5
Cc1cccc(C)c1NC(=O)CSc1nc(C)c(CC(=O)c2ccc(Br)cc2)c(C)c1C#N	1	7.0	2.7	1	1.1	1	1.4	0.86	1.1	0.7
COCCn1c(=S)[nH]c2cc(C(=O)N3CCN(c4ccc(F)cc4)CC3)ccc2c1=O	1.1	-6.3	2.0	1	0.9	0.9	-5.7	0.91	0.9	-3.6
CCOc1nc(N=C(N)N)nc2c(C)cccc12	1	-16.7	-7.0	1.1	0.8	1	-4.5	0.6	0.8	-8.3
O=C(Nc1ccc(N2CCOCC2)cc1)c1ccc2nc(-c3ccco3)c(-c3ccco3)nc2c1	1.1	-2.4	4.9	1	0.9	0.9	-6.8	1.32	1.1	0.0
CC(C)CC(=O)NC(=S)Nc1ccc(S(=O)(=O)NC(C)(C)C)cc1	1.1	-7.5	-6.5	1	0.9	0.8	-5.4	0.85	0.9	-2.0
O=C(CC1C(=O)NCCN1Cc1cccc(Oc2ccccc2)c1)NCCc1ccncc1 (stereo not given)	1.1	-16.9	-17.1	1.1	1.1	1.1	-12.8	1.14	0.9	-7.3
CCOC(=O)C(CC)Sc1nnc2n1C(C)(C)Cc1ccccc1-2 (stereo not given)	1	-10.2	8.8	1	0.8	1	-2.7	1.05	1.1	-1.6
CCOC(=O)c1c(C)oc2cc(Br)c(OCC(N)=O)cc12	1.1	-8.5	15.3	1	1	1	-7.0	1.05	1.1	1.2
O=C(Nc1ccc(OC(F)F)cc1)Nc1cccc(C(F)(F)F)c1	1	-9.2	0.4	1	0.9	0.9	4.3	0.82	0.9	0.6
COc1ccc(-c2noc(CCC(=O)NCC3CCN(Cc4cccc(C)c4)CC3)n2)cc1	1.1	-7.5	-1.2	1	1	1	-5.9	0.78	1	-2.1
CCOC(=O)c1cccc(NC(=O)CSc2nnc(COc3ccc(Cl)cc3)o2)c1	1.1	-9.8	19.8	1.1	1.1	0.9	-10.1	1.04	1	-8.1
CN(C)c1nc(-c2ccccc2)nnc1C(F)(F)F	1.1	0.6	8.4	1	1.1	1	-5.3	1.19	1	-3.7
CCOC(=O)CNC(=O)c1cc(-c2ccccn2)nc2c(C)c(Cl)ccc12	1.1	-4.2	7.8	1.1	1.1	1	-5.6	0.83	1	-5.2
O=C(Nc1ccc(S(=O)(=O)Nc2nccs2)cc1)c1cc(-c2ccccc2)nc2ccccc12	1	-9.3	2.4	1	0.8	0.9	-4.3	0.86	0.8	1.6
COCc1c(C(=O)OC)nnn1-c1ccccc1	1.1	-7.5	-16.4	1	1	1.3	-6.5	1.63	0.9	-1.5
CCOC(=O)C1=C(C)NC(C)=C(C(=O)OCC)C1c1cc(N)ccc1OC(F)F	1	-4.6	-8.5	1	0.9	1	-1.5	1	1	2.7
CCOC(=O)c1sc2c(c1C)c(=O)c(C(=O)OCC)cn2CC	1.1	-4.1	-29.4	1	0.9	1	-6.1	1.1	0.9	0.7
CC(C)(C)C(=O)Nc1ccc2oc(-c3cc(F)c(F)cc3Cl)nc2c1	0.8	-4.0	111.6	1	0.9	0.8	22.1	4.26*	0.9	-0.6
CCn1c(C(=O)N2CCc3ccccc3C2)cc2sccc21	1.1	-0.6	-0.1	1.1	1	1	-7.2	1.09	1	-6.6

For convenience, part of the list above:
SMILES	FLuc act counter	TNAP inh noacc	APP 5'UTR act	TNAP act hiacc	PMI act	bIAP act	FLuc inh counter	NF-kB neuron act	PMI act hi M6P	TNAP inh hi DEA
Cc1cccc(C)c1NC(=O)CSc1nc(C)c(CC(=O)c2ccc(Br)cc2)c(C)c1C#N	1	7.0	2.7	1	1.1	1	1.4	0.86	1.1	0.7
COCCn1c(=S)[nH]c2cc(C(=O)N3CCN(c4ccc(F)cc4)CC3)ccc2c1=O	1.1	-6.3	2.0	1	0.9	0.9	-5.7	0.91	0.9	-3.6
CCOc1nc(N=C(N)N)nc2c(C)cccc12	1	-16.7	-7.0	1.1	0.8	1	-4.5	0.6	0.8	-8.3
O=C(Nc1ccc(N2CCOCC2)cc1)c1ccc2nc(-c3ccco3)c(-c3ccco3)nc2c1	1.1	-2.4	4.9	1	0.9	0.9	-6.8	1.32	1.1	0.0
CC(C)CC(=O)NC(=S)Nc1ccc(S(=O)(=O)NC(C)(C)C)cc1	1.1	-7.5	-6.5	1	0.9	0.8	-5.4	0.85	0.9	-2.0
O=C(CC1C(=O)NCCN1Cc1cccc(Oc2ccccc2)c1)NCCc1ccncc1 (stereo not given)	1.1	-16.9	-17.1	1.1	1.1	1.1	-12.8	1.14	0.9	-7.3
CCOC(=O)C(CC)Sc1nnc2n1C(C)(C)Cc1ccccc1-2 (stereo not given)	1	-10.2	8.8	1	0.8	1	-2.7	1.05	1.1	-1.6
CCOC(=O)c1c(C)oc2cc(Br)c(OCC(N)=O)cc12	1.1	-8.5	15.3	1	1	1	-7.0	1.05	1.1	1.2
O=C(Nc1ccc(OC(F)F)cc1)Nc1cccc(C(F)(F)F)c1	1	-9.2	0.4	1	0.9	0.9	4.3	0.82	0.9	0.6
COc1ccc(-c2noc(CCC(=O)NCC3CCN(Cc4cccc(C)c4)CC3)n2)cc1	1.1	-7.5	-1.2	1	1	1	-5.9	0.78	1	-2.1
CCOC(=O)c1cccc(NC(=O)CSc2nnc(COc3ccc(Cl)cc3)o2)c1	1.1	-9.8	19.8	1.1	1.1	0.9	-10.1	1.04	1	-8.1

Other compounds
SMILES	FLuc act counter	TNAP inh noacc	APP 5'UTR act	TNAP act hiacc	PMI act	bIAP act	FLuc inh counter	NF-kB neuron act	PMI act hi M6P	TNAP inh hi DEA
CCc1ccc(NS(=O)(=O)c2ccc3[nH]cc(C(=O)N4CCc5ccccc54)c(=O)c3c2)cc1	1	-9.0	49.0	1	0.8	0.9	2.9	2.14	0.9	0.0
Cc1ccccc1NC(=O)NC1(C(=O)NCCCN2CCOCC2)CCCCC1	1	-12.3	-7.7	1	1.1	0.8	-0.6	0.96	1.1	-3.5
O=[N+]([O-])CC(=Nc1ccc(Cl)cc1)N/N=C\c1oc(O)c2ccccc12	0.9	10.5	-4.5	0.9	1.2	0.9	5.0	1.21	1.5	5.8
CC(C)(C)c1ccc(-c2ncccc2O)cc1	0.5	-5.5	23.6	1	0.9	1	47.3	1.75	0.9	-0.8
O=C(COC(=O)c1cccnc1Cl)c1ccc(OC(F)F)cc1	0.5	-24.2	5.6	1	1.1	1	54.1*	1.39	1.1	-4.6
CCOC(=O)CN(C(=O)CSc1nnc2c(n1)[nH]c1c(C)cc(C)cc12)c1ccccc1	1	-15.4	9.0	1	0.9	0.9	-3.2	1.03	1	-3.6
O=C(CSc1nc2c(sc3ccccc32)c(=O)n1Cc1ccco1)NCC1CCCO1 (stereo not given)	1	-6.5	11.6	1	0.9	0.8	-1.4	1.82	0.9	-2.5
Cn1c(N2CCCCC2)nc2c1c(=O)n(Cc1cccc(Br)c1)c(=O)n2C	1.1	-4.1	8.6	1.1	1	0.9	-5.6	0.9	0.9	-6.6
CN(c1ccccc1)S(=O)(=O)c1ccc(Cl)c(C(=O)NCCc2c[nH]c3ccccc23)c1	1	-6.3	5.6	1	1	0.9	-2.6	0.77	0.9	-2.8
O=C(c1ccc(-c2ccccc2)cc1)C1CCCN(C(=O)Cn2cncn2)C1 (stereo not given)	1	0.8	10.0	1	0.9	1.1	0.5	nt	0.9	-1.7
CNC(=O)C1=NCCCc2cc(OC)c(OC)cc21	1.1	-12.8	2.7	1	0.9	1	-6.7	1.09	0.9	-3.7
Cc1c(-c2ccccc2)c(P(=O)(N2CCOCC2)N2CCOCC2)c2ccccn12	1.1	-7.2	7.6	1	1	0.9	-8.5	0.87	1	-0.7
COc1ccc(-n2ncc3c(NC(C)C)ncnc32)cc1	0.2	-12.7	150.7*	1.1	1	1	77.0*	3.97*	1	-6.8
Clc1ccc(SCCCCN2CCOCC2)cc1	1.1	-16.6	-8.2	1	1	0.5	-5.9	1.76	1	-4.2
O=c1[nH]c(C2CCCN(S(=O)(=O)c3ccc(F)cc3)C2)nc2c1nnn2Cc1ccccc1 (stereo not given)	1	-5.4	6.1	1.1	0.9	1.1	-4.2	0.95	0.9	-5.5
COCCNC(=O)c1onc(CSc2cc(C)ccc2C)c1C(=O)O	1	-8.2	-5.3	1	1	0.9	-4.4	1.06	1	-0.1
N/C(=N\OC(=O)CCC1CCCCC1)c1cccc([N+](=O)[O-])c1	0.8	-11.9	24.2	1.1	1.1	0.8	16.5	1.93	1	-5.0
NC(=O)Nn1c(CCC(=O)O)ccc1-c1ccc(F)cc1	1	-10.4	0.0	1.1	1.1	1.1	-2.6	0.92	1.1	-5.3
O=C(CN1CCCCC1)Nc1cccc([N+](=O)[O-])c1	1.1	-8.7	14.2	1	1	0.9	-7.7	1.06	1.1	-4.9
CCC(=O)NC(=S)Nc1ccc(-c2nc3ccc(C)cc3s2)cc1	1	0.6	132.5	1	0.9	1.1	-1.4	1.45	1	-3.5
Cc1nn(C)c(C)c1CNC(=O)c1cnn2c1NC(c1ccccc1)CC2C(F)(F)F (stereo not given)	1	-11.2	15.1	1	0.9	1	-3.8	1.33	0.9	-4.9
O=C(NC(=S)Nc1cc(C(F)(F)F)ccc1N1CCOCC1)c1sc2ccccc2c1Cl	1	7.5	21.9	1	0.9	0	-3.0	0.75	1	4.5
COc1ccc(OCCN2CCN(C3CC(=O)N(CCC(C)C)C3=O)CC2)cc1 (stereo not given)	1.1	-5.8	4.3	1.1	1.1	1	-7.8	0.97	1.1	-5.7
COc1ccc(S(=O)(=O)Nc2ccccc2OC)cc1NC(=O)Cc1cccs1	1.1	6.9	-13.8	1	0.9	0.9	-5.2	1.11	1.1	0.8
